RAM network inh – inhibitors of the yeast RAM network, primary screen, dse1pr::URA3 reporter, 5-FOA selection | 1.8% of 190,000 active | S. cerevisiae dse1pr::URA3 reporter, 5-FOA growth OD615, 2 d; analog-sensitive cbk1-as2 kinase mutant strain | AID 868, 2007 | inhibition, % at 50 µM;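 active means inhibition above a set limit, 3 SD over mean compound inhibition, cut at about 8.4% in these data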;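 further: 0% = DMSO-only wells with no growth and 100% = 10 µM 1-NA-PP1 full growth; inhibition rescues growth on 5-FOA so higher OD means more RAM inhibition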
PPARg SRC-1 ag – PPARgamma agonists recruiting SRC-1 coactivator, primary screen, biochemical; Peroxisome proliferator-activated receptor gamma (Homo sapiens), P37231; PPARgamma-SRC-1 coactivator recruitment biochemical assay; activation, % at 8 µM; 0.41% of 200,000 active; AID 631, 2007; in the data active means activation above about 19%;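 further: 0% = DMSO and 100% = reference agonist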
ROMK primary – ROMK potassium channel modulators, primary screen, cell-based, thallium flux, MLSMR library. B-score at 10 µM. AID 1918, 2009. 2% of 130,000 active. Tet-inducible ROMK, thallium flux fluorescence; actives lie on both sides;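 active means signal ratio slope over the read window, or its plate-corrected B-score, at least 3 SD from the plate mean, either direction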;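 further: B-score of the F/F0 ratio slope over 7 to 12 s after thallium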
STAT1 blocker – STAT1 signaling inhibitors, primary screen, cell-based, HTS, luciferase reporter. AID 920, 2007. NIH 3T3 STAT1-luciferase reporter, IFN-gamma, luminescence. 0.35% of 200,000 active. inhibition, % at 5.5 µM;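 active means inhibition above a set limit, the mean inhibition across all tested compounds plus 3 SD, cut at about 34% in these data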;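 further: 0% = IFN-gamma with DMSO and 100% = IFN-gamma with 300 µM nifuroxazide; values of inactives mirror those of a sister screen read the other way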
STAT3 blocker – IL-6 driven STAT3 reporter inhibitors, primary screen, U3A cells, luciferase, luminescence, MLSCN library; 0.89% of 190,000 active; AID 862, 2007; inhibition, % at 5.5 µM; IL-6 STAT3-luciferase reporter; host cell line lacks STAT1;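 active means inhibition above the mean inhibition across all screened compounds plus 3 SD, cut at about 44% in these data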;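 further: 0% = DMSO only wells and 100% = 100 µM nifuroxazide control wells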
PPARg SRC2 recr – agonists of PPARg-SRC-2 recruitment, primary screen, biochemical, HTS | Peroxisome proliferator-activated receptor gamma (Homo sapiens), P37231 | PPARgamma LBD-SRC-2 recruitment | activation, % at 8 µM | 0.34% of 200,000 active; in the data active means activation above about 22%;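 further: 0% = vehicle and 100% = reference agonist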
TLR4 MyD88 comp – inhibitors of TLR4-MyD88 association in cells, primary screen, cell-based, HeLa CL3-4, BLA complementation, FRET ratio. HeLa CL3-4 TLR4/MyD88 BLA complementation. inhibition, % at 8.4 µM. 0.18% of 200,000 active. AID 861, 2007; in the data active means inhibition above about 25%;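 further: 0% = vehicle and 100% = reference inhibitor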
Target sequence (O00206 whole entry, looked up): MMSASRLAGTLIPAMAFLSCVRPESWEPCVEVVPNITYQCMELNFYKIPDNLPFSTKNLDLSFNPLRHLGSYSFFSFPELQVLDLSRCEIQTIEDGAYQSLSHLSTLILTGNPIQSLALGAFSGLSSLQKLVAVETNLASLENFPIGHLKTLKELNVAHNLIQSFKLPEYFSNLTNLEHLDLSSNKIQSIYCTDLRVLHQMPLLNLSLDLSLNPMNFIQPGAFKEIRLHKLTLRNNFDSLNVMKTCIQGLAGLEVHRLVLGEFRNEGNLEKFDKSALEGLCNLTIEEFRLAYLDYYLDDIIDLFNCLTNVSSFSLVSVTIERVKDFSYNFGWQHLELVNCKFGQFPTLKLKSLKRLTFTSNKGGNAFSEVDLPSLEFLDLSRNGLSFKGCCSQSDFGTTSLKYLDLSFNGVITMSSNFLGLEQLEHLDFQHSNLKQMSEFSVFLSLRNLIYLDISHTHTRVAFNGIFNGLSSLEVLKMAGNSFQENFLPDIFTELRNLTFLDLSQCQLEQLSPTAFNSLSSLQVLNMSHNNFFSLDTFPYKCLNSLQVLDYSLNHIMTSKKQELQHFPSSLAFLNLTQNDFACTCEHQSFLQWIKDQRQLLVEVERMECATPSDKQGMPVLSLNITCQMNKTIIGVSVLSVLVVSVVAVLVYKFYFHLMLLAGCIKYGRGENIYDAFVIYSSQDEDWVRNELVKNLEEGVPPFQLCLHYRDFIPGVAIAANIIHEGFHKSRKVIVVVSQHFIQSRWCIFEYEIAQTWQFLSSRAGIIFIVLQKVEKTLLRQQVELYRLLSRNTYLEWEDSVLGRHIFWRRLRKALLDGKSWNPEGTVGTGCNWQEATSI
Target sequence (Q99836 whole entry, looked up): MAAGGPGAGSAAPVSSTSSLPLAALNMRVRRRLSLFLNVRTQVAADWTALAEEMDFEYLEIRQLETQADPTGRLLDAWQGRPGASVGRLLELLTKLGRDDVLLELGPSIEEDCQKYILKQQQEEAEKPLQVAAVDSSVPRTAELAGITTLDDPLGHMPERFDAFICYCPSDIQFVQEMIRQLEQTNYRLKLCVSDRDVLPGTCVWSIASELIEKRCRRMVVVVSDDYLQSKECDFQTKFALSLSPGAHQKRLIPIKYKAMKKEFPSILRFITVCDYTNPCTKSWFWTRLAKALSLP
SRC2 TRFRET art – TR-FRET signal artefacts, primary screen, artefact control for PPARgamma SRC-2 agonist project, biochemical. TR-FRET ratio at 8 µM. TR-FRET artefact counter-screen; hits give high values. AID 1049, 2008. 0.4% of 200,000 active; in the data active means TR-FRET ratio above about 2000; further: inactives centre near 1500
S1P3 antag – S1P3 receptor antagonists, primary screen, cell-based. inhibition, % at 4.98 µM. 0.27% of 170,000 active. CHO S1P3 NFAT-BLA reporter, FRET fluorescence, antagonist mode. AID 485, 2006;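 active means inhibition above the plate cutoff, the mean inhibition of test wells on that plate plus 3 SD, cut at about 28% in these data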;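 further: cells challenged with S1P at its EC80 of 0.8 µM; blue over green emission ratio from cleaved BLA substrate after 4 h stimulation; 0% = S1P-stimulated wells and 100% = unstimulated DMSO-only wells; some compounds past the cut are filed as inactive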
PPARg SRC3 recr – PPARgamma agonists recruiting SRC-3 coactivator, primary screen, biochemical; Peroxisome proliferator-activated receptor gamma (Homo sapiens), P37231; biochemical PPARgamma/SRC-3 coactivator recruitment assay; activation, % at 8 µM; 0.26% of 200,000 active; AID 731, 2007; in the data active means activation above about 23%;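 further: 0% = DMSO and 100% = reference agonist; some compounds past the cut are filed as inactive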
STAT3 activator – IL-6 driven STAT3 reporter potentiators, primary screen, U3A cells, luciferase, luminescence, MLSCN library. AID 871, 2007. IL-6 STAT3-luciferase reporter; 100% = signal with IL-6 EC80 alone. 0.91% of 190,000 active. activation (% of control), % at 5.6 µM;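 active means activation above the screen-wide mean of compound activation plus 3 SD, cut at about 130% in these data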;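 further: 0% = background luminescence of wells with medium and substrate only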
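Material: human U3A cells carrying STAT3-luciferase construct. Measured by: reporter luminescence signal. Timing: compound 1 h, then IL-6 6 h at 37 °C.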
An asterisk follows results filed as active; nt = not tested or not shown. This is a subset; the hit share may differ from the screen's.

| No. | SMILES | RAM network inh | PPARg SRC-1 ag | ROMK primary | STAT1 blocker | STAT3 blocker | PPARg SRC2 recr |
| --- | --- | --- | --- | --- | --- | --- | --- |
| 1 | c1ccc2c(CC3=NCCN3)cccc2c1 | 0.7 | 3 | -0.96 | 11 | -3 | -6 |
| 2 | CC(=O)[C@H]1CC[C@H]2[C@@H]3C[C@H](C)C4=CC(=O)CC[C@]4(C)[C@H]3[C@@H](O)C[C@]12C | 1.0 | 8 | nt | -11 | 6 | 13 |
| 3 | C[C@]12CC[C@H]3[C@@H](CCC4=CC(=O)CC[C@@]43C)[C@@H]1CC[C@@H]2C(=O)CO | 0.9 | -1 | -2.4 | 2 | 11 | -4 |
| 4 | Nc1cc(-c2ccncc2)c[nH]c1=O | 0.1 | 8 | nt | 10 | 2 | -8 |
| 5 | NS(=O)(=O)c1cc2c(cc1C(F)(F)F)NC(Cc1ccccc1)NS2(=O)=O (stereo unspecified) | 0.7 | 4 | nt | 3 | 12 | 4 |
| 6 | Cc1nnc(NS(=O)(=O)c2ccc(N)cc2)s1 | 0.4 | 13 | nt | 3 | -4 | 2 |
| 7 | O=C1N(c2ccccc2)c2ccccc2C1(Cc1ccncc1)Cc1ccncc1 | nt | -7 | nt | nt | nt | 5 |
| 8 | COc1ccccc1OCC(O)COC(N)=O (stereo unspecified) | 0.1 | 8 | nt | -9 | -6 | 6 |
| 9 | Cc1cc(C)nc(/N=C(\N)Nc2ccc(S(N)(=O)=O)cc2)n1 | 2.7 | 4 | 0.67 | -9 | -2 | 5 |
| 10 | CN(C)CCCN1c2ccccc2Sc2ccccc21 | 0.8 | 4 | nt | 1 | 19 | 8 |
| 11 | Cc1coc2c1C(=O)C(=O)c1c-2ccc2c1CCCC2(C)C | 1.1 | -2 | nt | -20 | nt | -5 |
| 12 | CC1=NN(c2ccccc2)C(=O)C1 | 1.4 | 8 | nt | 2 | -10 | 6 |
| 13 | CN1CCC(=C2c3ccccc3CCc3sccc32)CC1 | nt | 1 | nt | nt | nt | -6 |
| 14 | CCOc1ccc(S(=O)(=O)N2CCCCCC2)c2ccccc12 | 3.5 | 5 | nt | 9 | 0 | 5 |
| 15 | CC(C)Cn1cnc2c1c(=O)n(C)c(=O)n2C | 0.2 | 0 | 0.92 | -4 | 0 | 2 |

| No. | TLR4 MyD88 comp | SRC2 TRFRET art | S1P3 antag | PPARg SRC3 recr | STAT3 activator |
| --- | --- | --- | --- | --- | --- |
| 1 | 4 | 1480 | 22 | -4 | 105 |
| 2 | 4 | 1556 | 5 | -4 | 96 |
| 3 | -4 | 1560 | -12 | 2 | 92 |
| 4 | -3 | 1604 | -17 | -2 | 100 |
| 5 | 4 | 1480 | -13 | 0 | 92 |
| 6 | -4 | 1610 | -1 | 1 | 105 |
| 7 | nt | 1668 | 5 | -1 | nt |
| 8 | -3 | 1580 | 0 | 1 | 107 |
| 9 | -1 | 1525 | -2 | 3 | 104 |
| 10 | 0 | 1406 | 15 | 2 | 85 |
| 11 | -24 | 1465 | -20 | 1 | nt |
| 12 | 3 | 1487 | -3 | 1 | 111 |
| 13 | nt | 1547 | -5 | -3 | nt |
| 14 | -1 | 1714 | nt | 7 | 103 |
| 15 | -2 | 1388 | 11 | 0 | 101 |

Ordered by count of non-hydrogen atoms (high to low): some entries from above.
| No. | SMILES | RAM network inh | PPARg SRC-1 ag | ROMK primary | STAT1 blocker | STAT3 blocker | PPARg SRC2 recr |
| --- | --- | --- | --- | --- | --- | --- | --- |
| 2 | CC(=O)[C@H]1CC[C@H]2[C@@H]3C[C@H](C)C4=CC(=O)CC[C@]4(C)[C@H]3[C@@H](O)C[C@]12C | 1.0 | 8 | nt | -11 | 6 | 13 |
| 15 | CC(C)Cn1cnc2c1c(=O)n(C)c(=O)n2C | 0.2 | 0 | 0.92 | -4 | 0 | 2 |
| 1 | c1ccc2c(CC3=NCCN3)cccc2c1 | 0.7 | 3 | -0.96 | 11 | -3 | -6 |

| No. | TLR4 MyD88 comp | SRC2 TRFRET art | S1P3 antag | PPARg SRC3 recr | STAT3 activator |
| --- | --- | --- | --- | --- | --- |
| 2 | 4 | 1556 | 5 | -4 | 96 |
| 15 | -2 | 1388 | 11 | 0 | 101 |
| 1 | 4 | 1480 | 22 | -4 | 105 |

Values in list order from above:
PPARg SRC2 recr, nos. 5–12 → 4, 2, 5, 6, 5, 8, -5, 6

Arranged by the number under TLR4 MyD88 comp (falling): three of the compounds above.
# | SMILES | RAM network inh | ROMK primary | STAT1 blocker | TLR4 MyD88 comp | S1P3 antag | STAT3 activator
10 | CN(C)CCCN1c2ccccc2Sc2ccccc21 | 0.8 | nt | 1 | 0 | 15 | 85
8 | COc1ccccc1OCC(O)COC(N)=O (stereo unspecified) | 0.1 | nt | -9 | -3 | 0 | 107
11 | Cc1coc2c1C(=O)C(=O)c1c-2ccc2c1CCCC2(C)C | 1.1 | nt | -20 | -24 | -20 | nt

Single values from the entries so far:
RAM network inh, entry 12 stands at 1.4
STAT3 blocker, entry 10 stands at 19
PPARg SRC-1 ag, entry 11 stands at -2
TLR4 MyD88 comp, entry 8 stands at -3
RAM network inh, entry 14 stands at 3.5
PPARg SRC2 recr, entry 5 stands at 4
PPARg SRC3 recr, entry 1 stands at -4

Source: PubChem (several laboratories)
